# SENP7 block = blocks the human protease SENP7 | Q9BQF6 | recombinant SENP7, Z-RLRGG-aminoluciferin luminescence, 40 min | inhibition, % at 5 µM | actives 1.5% (n = 330,000) | AID 434973;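 active = inhibition above about 50% at the single test dose, limit read from the data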;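 note: plate controls were DMSO with enzyme for no effect and no enzyme buffer wells for full effect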
# Target sequence (Q9BQF6 706-1050 limits assumed): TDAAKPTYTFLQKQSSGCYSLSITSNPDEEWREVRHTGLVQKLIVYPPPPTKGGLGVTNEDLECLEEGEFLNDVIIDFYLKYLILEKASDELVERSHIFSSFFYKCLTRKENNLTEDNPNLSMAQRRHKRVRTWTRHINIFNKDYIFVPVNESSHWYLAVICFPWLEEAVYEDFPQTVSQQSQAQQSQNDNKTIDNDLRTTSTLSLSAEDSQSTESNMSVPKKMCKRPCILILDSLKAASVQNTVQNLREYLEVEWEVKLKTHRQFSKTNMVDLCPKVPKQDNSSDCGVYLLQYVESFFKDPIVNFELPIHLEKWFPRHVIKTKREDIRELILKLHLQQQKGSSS
# Apaf-1 inh = blocks human Apaf-1 apoptosome activity. O14727. reconstituted apoptosome caspase-3 activity, DEVD-Rh110 fluorescence. inhibition, % at 20 µM. actives 0.71% (n = 330,000). AID 489030; active = inhibition of at least 40% at 20 µM;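 note: plate controls were DMSO wells for no effect and DEVD-CHO caspase inhibitor wells for full effect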
#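 System – cell-free apoptosome with Apaf-1, procaspase-3 and caspase-9 · Buffer or medium – pH 7.5 Hepes buffer with CHAPS, BSA, DTT · Also added – cytochrome c with DEVD-Rh110 · Times – 30 min compound preincubation, 50 min activation, room temperature · Technique – Rh110 fluorescence intensity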
# NLRP3 yeast inh = blocks the NALP3 inflammasome reconstituted in yeast | Yeast reconstituted NLRP3/ASC/caspase-1, beta-gal luminescence, 24 h | actives 0.39% (n = 330,000) | AID 2825 | inhibition, % at 10 µM;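 active = inhibition of 50% or more; inactive = inhibition below 50%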;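 note: plate controls were induced DMSO wells for no effect and uninduced yeast grown without galactose for full effect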
# PfG6PD inh = PfG6PD (Plasmodium falciparum) enzyme inhibition | PfGluPho enzyme, NADPH resazurin-diaphorase fluorescence | inhibition, % at 20 µM | actives 0.78% (n = 350,000);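 active = inhibition reaching at least a set limit at 20 µM in the primary screen, cut at about 59% in these data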;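 note: 0% = DMSO wells with substrate and 100% = DMSO wells lacking glucose-6-phosphate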
# SENP6 inh = inhibitors of human SENP6 protease. Recombinant SENP6 catalytic domain, aminoluciferin luminescence. inhibition, % at 10 µM. actives 1.8% (n = 330,000). AID 2599;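 active = inhibition above about 50% at the single tested dose, limit read from the data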;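 note: plate controls were DMSO wells with enzyme for no effect and DMSO wells lacking enzyme for full effect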
# SENP1 inh = blocks the human SENP1 SUMO protease catalytic domain. actives 0.21% (n = 360,000). Q9P0U3. recombinant SENP1 catalytic domain, CyPet-SUMO1-YPet FRET cleavage. AID 624204. inhibition, % at 10 µM;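 active = inhibition at least 30% at 10 µM, raw YFP signal under a set limit, fluorescence ratio 0.5 to 1.5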;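 note: 0% = enzyme with DMSO and 100% = no enzyme wells; some results filed as inactive read as strong as hits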
# Target sequence (Q9P0U3 419-644 limits assumed): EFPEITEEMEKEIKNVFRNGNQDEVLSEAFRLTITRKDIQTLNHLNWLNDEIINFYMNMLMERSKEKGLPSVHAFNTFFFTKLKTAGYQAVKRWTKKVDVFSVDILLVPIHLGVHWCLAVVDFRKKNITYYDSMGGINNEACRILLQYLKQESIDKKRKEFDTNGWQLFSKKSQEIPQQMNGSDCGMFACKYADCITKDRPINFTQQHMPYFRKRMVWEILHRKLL
#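 Test system: hSENP1 catalytic domain, recombinant; Amount: 20 pM final SENP1 enzyme; Medium: Tris pH 8 buffer plus EDTA, NaCl, BME, BSA, NP40, catalase; Schedule: 50 min enzyme reaction, room temperature, light-protected; Technique: FRET fluorescence in CFP and YFP emission channels; Controls: no-enzyme wells low, DMSO-plus-enzyme wells high control.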
# SENP8 block-1 = SENP8 protease inhibition. purified SENP8, Z-RLRGG-aminoluciferin cleavage, luminescence. inhibition, % at 10 µM. Q96LD8. AID 2540. actives 1.2% (n = 330,000); in the data active = inhibition above about 50%
# Target sequence (Q96LD8 whole entry, looked up): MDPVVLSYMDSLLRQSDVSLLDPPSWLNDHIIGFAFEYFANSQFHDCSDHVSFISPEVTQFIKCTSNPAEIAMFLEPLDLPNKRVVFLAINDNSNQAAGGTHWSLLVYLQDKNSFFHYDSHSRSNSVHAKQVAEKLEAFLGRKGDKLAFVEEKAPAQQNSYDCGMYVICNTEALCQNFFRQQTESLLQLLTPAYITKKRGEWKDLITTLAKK
# HKDC1 inh = blocks human hexokinase HKDC1 activity. actives 0.16% (n = 340,000). inhibition, % at 20 µM. AID 493160. recombinant HKDC1, G6PDH/diaphorase resazurin coupled fluorescence;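 active = inhibition above about 35% when tested at 20 µM, limit read from the data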;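 note: plate controls were DMSO wells with enzyme for no effect and DMSO wells lacking enzyme for full effect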
#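 System: Recombinant HKDC1 hexokinase | Amount: HKDC1 at 5 µg/mL | Reagent: Glucose with 1 mM ATP | Doses: Single 20 µM dose | Incubation: Reaction time 90 min, room temperature, protected from light | Signal: Coupled resazurin fluorescence, excitation 525 nm, emission 613 nm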
# SENP8 block-2 = inhibitors of human SENP8 protease; Q96LD8; recombinant SENP8, Nedd8 substrate fluorescence; inhibition, % at 20 µM; actives 0.64% (n = 360,000); AID 602440; in the data active = inhibition mostly above about 40%, no sharp cut-off; inactive = mostly below about 27%
# The depositor's hits bear a star; . = not tested or not shown. The order is random; 4.1% or so of the library scored in one or more.
# Keys: A = SENP7 block; B = Apaf-1 inh; C = NLRP3 yeast inh; D = PfG6PD inh; E = SENP6 inh; F = SENP1 inh; G = SENP8 block-1; H = HKDC1 inh; I = SENP8 block-2
> O=C(C(Cc1ccccc1)n1cccc1)N1CCN(Cc2ccccc2)CC1 (stereo not drawn)
  A = -8 | B = 25 | C = 7 | D = -8 | E = -20 | F = 0 | G = -19 | H = 4 | I = 2

> CCN1C[C@@H]2[C@@H]3C(=O)N(C)C(=O)[C@@H]3[C@](C)(C1=O)N2C(=O)c1ccc(C(F)(F)F)cc1
  A = . | B = . | C = . | D = -7 | E = . | F = 0 | G = . | H = -4 | I = 11

> C=CCNC(=O)NC(=O)COC(=O)/C(C#N)=C/c1ccc(OC)cc1
  A = 5 | B = -6 | C = 3 | D = -4 | E = 2 | F = -47 | G = -3 | H = -1 | I = -14

> CCOc1ccc(NC(=O)COc2ccc(C(=O)NCc3cccc(OC)c3)cc2OC)cc1
  A = -3 | B = -3 | C = 6 | D = -5 | E = -10 | F = -3 | G = 2 | H = -7 | I = 2

> CCCCCCCCC#Cc1nc(C)ccc1OC
  A = -4 | B = 20 | C = . | D = 6 | E = . | F = -1 | G = . | H = -1 | I = 6

> O=C(NCCN1CCCCC1)c1cccc2c1C(=O)c1ccc(N3CCCC3)cc1S2(=O)=O
  A = 2 | B = 24 | C = 14 | D = -9 | E = -7 | F = 0 | G = -14 | H = -1 | I = 23

> CC(=O)Nc1ccc(/C=C2/Sc3ccccc3C2=O)cc1
  A = 94* | B = -1 | C = 23 | D = 7 | E = 66* | F = -23 | G = 62* | H = -1 | I = -100

> Cc1cc(C)cc(CC2CC(=O)N(c3ccc4c(c3)OCCO4)C2=O)c1 (stereo not drawn)
  A = 0 | B = -11 | C = 13 | D = 12 | E = -2 | F = 1 | G = -5 | H = 15 | I = 18

> O=C(Nc1cc(Cl)ccc1N1CCOCC1)c1ccc(Br)o1
  A = 7 | B = 0 | C = 9 | D = 2 | E = 1 | F = 0 | G = -2 | H = -3 | I = -8

> CN(CC(=O)Nc1ccc(N2CCOCC2)cc1)CC(=O)Nc1ccc(Cl)cc1[N+](=O)[O-]
  A = 4 | B = 7 | C = -5 | D = -11 | E = 13 | F = 1 | G = 3 | H = -5 | I = 34

> CS(=O)(=O)NCc1nnc(SCc2ccccc2C(F)(F)F)o1
  A = -6 | B = 1 | C = 12 | D = -8 | E = -8 | F = 4 | G = -12 | H = -6 | I = 6

> Cn1c(=O)n(C)c2cc([N+](=O)[O-])c(N3CCN(C(=O)c4ccccc4Br)CC3)cc21
  A = 3 | B = 7 | C = 5 | D = 4 | E = 19 | F = 1 | G = 5 | H = -5 | I = 18

> COc1cc(/C=N/N2C(=O)CSC2=S)ccc1O
  A = 19 | B = -4 | C = -1 | D = 1 | E = 19 | F = 2 | G = 0 | H = 1 | I = 22

> CCCc1[nH]nc2c1C(CCc1ccccc1)C(C#N)=C(N)O2 (stereo not drawn)
  A = -6 | B = 12 | C = 20 | D = -14 | E = -13 | F = -7 | G = -8 | H = 6 | I = -46

> COCC1CCN(c2nc3nonc3nc2N2CCSCC2)C1 (stereo not drawn)
  A = -7 | B = 2 | C = -15 | D = 1 | E = -1 | F = 1 | G = 1 | H = -4 | I = 8

# Reprinted from the part before: 3 entries; new compounds follow.
# Keys: A = SENP7 block; B = Apaf-1 inh; C = NLRP3 yeast inh; D = PfG6PD inh; E = SENP6 inh; F = SENP1 inh; G = SENP8 block-1; H = HKDC1 inh; I = SENP8 block-2
> COc1cc(/C=N/N2C(=O)CSC2=S)ccc1O
  A = 19 | B = -4 | C = -1 | D = 1 | E = 19 | F = 2 | G = 0 | H = 1 | I = 22

> CCCc1[nH]nc2c1C(CCc1ccccc1)C(C#N)=C(N)O2 (stereo not drawn)
  A = -6 | B = 12 | C = 20 | D = -14 | E = -13 | F = -7 | G = -8 | H = 6 | I = -46

> COCC1CCN(c2nc3nonc3nc2N2CCSCC2)C1 (stereo not drawn)
  A = -7 | B = 2 | C = -15 | D = 1 | E = -1 | F = 1 | G = 1 | H = -4 | I = 8

> CCN(CC)S(=O)(=O)c1cc(OC)ccc1N=Nc1ccc(O)c2ncccc12
  A = 3 | B = 8 | C = 30 | D = 0 | E = 11 | F = 3 | G = 9 | H = -15 | I = 31

> CC1CCc2c(sc3ncnc(SCC(=O)N(C)C4CCS(=O)(=O)C4)c23)C1 (stereo not drawn)
  A = -3 | B = 3 | C = 0 | D = -1 | E = 16 | F = 32* | G = 6 | H = 10 | I = 0

> O=C(CNC(=S)N(CCCN1CCOCC1)Cc1cccs1)NCCCN1CCOCC1
  A = 5 | B = 4 | C = 5 | D = -13 | E = -3 | F = 3 | G = 1 | H = -8 | I = 21

> CN1CCN(S(=O)(=O)c2ccc(NC(=O)COc3ccccc3)cc2)CC1
  A = 5 | B = 16 | C = -1 | D = 6 | E = 11 | F = 1 | G = 2 | H = -13 | I = 1

> COCCNC(=O)CN1C(=O)NC2(CCCc3ccccc32)C1=O (stereo not drawn)
  A = 6 | B = -3 | C = 2 | D = -15 | E = -1 | F = 1 | G = -6 | H = -4 | I = 14

> Cc1ccc(CNC(=O)C2CCN(c3nn4c(=O)cc(C)nc4s3)CC2)cc1
  A = 10 | B = -2 | C = 9 | D = 4 | E = -7 | F = 3 | G = -9 | H = -7 | I = -8

> Cc1cc(=O)oc2cc(OCC(=O)N3CC[C@@]4(O)CCCC[C@H]4C3)ccc12
  A = 1 | B = -11 | C = 17 | D = 15 | E = 3 | F = 1 | G = 0 | H = -6 | I = -115

> O=C(CNCc1cccc2ccccc12)Nc1ccccc1[N+](=O)[O-]
  A = 0 | B = 1 | C = 34 | D = 7 | E = -27 | F = 2 | G = 3 | H = 1 | I = 20

> CCOC(=O)c1c(C)[nH]c(C)c1C(=O)CSc1nc2ccccc2n1CCOC
  A = 0 | B = 0 | C = 5 | D = 2 | E = 1 | F = 0 | G = 2 | H = -15 | I = 14

> CCCSC1=C(C#N)C(c2ccc(O)c(OC)c2)CC(=O)N1 (stereo not drawn)
  A = -1 | B = -3 | C = 8 | D = 3 | E = 1 | F = -2 | G = 2 | H = 2 | I = 12

> COc1ccc2oc(=O)c(-c3nc(C)cs3)cc2c1
  A = 92* | B = -5 | C = 18 | D = 3 | E = 48 | F = -28 | G = 75* | H = -8 | I = -294

> Cc1nn(C2CCS(=O)(=O)C2)c(Cl)c1/C=C/C(=O)OCC(=O)c1c[nH]c2ccccc12 (stereo not drawn)
  A = 0 | B = -1 | C = 10 | D = 8 | E = 2 | F = -4 | G = -4 | H = 0 | I = -10

> COc1ccc(/C=C/c2cc(-c3ccc(C)cc3)o[n+]2C)cc1
  A = 2 | B = -12 | C = 22 | D = 1 | E = -14 | F = -45 | G = 2 | H = 9 | I = -167

> CC(C)=CC1C(C(=O)NCCc2ccccc2)C1(C)C (stereo not drawn)
  A = -2 | B = -22 | C = 22 | D = 3 | E = -30 | F = 1 | G = 0 | H = -1 | I = 4

> O=C1CSC(c2ccccc2F)N1c1ccccc1 (stereo not drawn)
  A = -1 | B = -19 | C = -1 | D = -12 | E = 7 | F = -1 | G = 5 | H = 13 | I = 14

# Some of these compounds in order of the SENP6 inh value, high to low.
smiles | SENP6 inh
COc1ccc2oc(=O)c(-c3nc(C)cs3)cc2c1 | 48
CCN(CC)S(=O)(=O)c1cc(OC)ccc1N=Nc1ccc(O)c2ncccc12 | 11
O=C1CSC(c2ccccc2F)N1c1ccccc1 (stereo not drawn) | 7
COCCNC(=O)CN1C(=O)NC2(CCCc3ccccc32)C1=O (stereo not drawn) | -1
CC(C)=CC1C(C(=O)NCCc2ccccc2)C1(C)C (stereo not drawn) | -30

# (further entries)
# Keys: A = SENP7 block; B = Apaf-1 inh; C = NLRP3 yeast inh; D = PfG6PD inh; E = SENP6 inh; F = SENP1 inh; G = SENP8 block-1; H = HKDC1 inh; I = SENP8 block-2
> CCOC(=O)N1CCN(C(=O)CSc2nc3nc(C)cc(C)n3n2)CC1
  A = -2 | B = -5 | C = 10 | D = 5 | E = -11 | F = 0 | G = 9 | H = -1 | I = 23

> CCC1CCC(C(=O)NNC(=O)OC)CC1 (stereo not drawn)
  A = -6 | B = -3 | C = -5 | D = -14 | E = -2 | F = -2 | G = -1 | H = 3 | I = 7

> CCOC(=O)COc1ncn(-c2ccccc2)n1
  A = 2 | B = -6 | C = 3 | D = 0 | E = -9 | F = 0 | G = 3 | H = -7 | I = 18

> COc1cc(NC(=S)N2CCN(CCO)CC2)c(OC)cc1Cl
  A = -3 | B = -6 | C = 5 | D = 24 | E = -13 | F = 1 | G = -12 | H = -12 | I = -7

> OCCc1ccc(O)c(-n2nc3ccccc3n2)c1
  A = 6 | B = 3 | C = 24 | D = 1 | E = 10 | F = -2 | G = 0 | H = 1 | I = 15

> CC(=O)NCCCC(=O)NNC1CC(=O)N(c2cccc(Cl)c2)C1=O (stereo not drawn)
  A = 13 | B = 0 | C = 13 | D = -5 | E = -12 | F = 0 | G = -2 | H = -1 | I = 24

> COc1ccc(NC2=C(NC(C)=O)C(=O)c3ccccc3C2=O)cc1
  A = 11 | B = 14 | C = 7 | D = -11 | E = 14 | F = -1 | G = 9 | H = 12 | I = 25

> CCCn1c(NCc2ccccc2NS(=O)(=O)c2ccc(C)cc2)nc2ccccc21
  A = -5 | B = 2 | C = -2 | D = 11 | E = 9 | F = 0 | G = -3 | H = -11 | I = 19

> COc1cccc(C(=O)Nc2ccc(C(=O)c3ccncc3)cc2)c1
  A = -6 | B = 11 | C = 12 | D = 47 | E = -20 | F = 0 | G = -18 | H = 0 | I = -1

> COc1ccccc1NS(=O)(=O)c1ccc(C(=O)NCc2ccncc2)cc1
  A = 0 | B = -7 | C = 4 | D = -1 | E = -21 | F = -1 | G = 7 | H = -6 | I = 7

> COc1ccc(NC(=O)NC2CCCCCCC2)c(OC)c1
  A = -4 | B = 3 | C = 23 | D = 27 | E = 8 | F = 1 | G = 0 | H = 2 | I = 8

> CC[C@]12C(=O)N(C)C[C@H]([C@@H]3C(=O)N(C)C(=O)[C@@H]31)N2C(=O)c1ccc(C)cc1
  A = . | B = . | C = . | D = -3 | E = . | F = -3 | G = . | H = -5 | I = 2

> O=C(CC(NC(=O)OCc1ccccc1)C(=O)O)OCc1ccccc1 (stereo not drawn)
  A = -2 | B = -13 | C = 6 | D = 3 | E = -9 | F = 1 | G = 0 | H = -12 | I = 7

> O=C(Cc1cccs1)Nc1ccc(C(=O)O)cc1
  A = 9 | B = -4 | C = -2 | D = -2 | E = 36 | F = 1 | G = 1 | H = -1 | I = 8

> CC(C)(C)C(=O)CN1CCN(S(=O)(=O)c2ccc(F)cc2)CC1
  A = 0 | B = -6 | C = 11 | D = -5 | E = -8 | F = 1 | G = -7 | H = 2 | I = 7

> CCOc1ccc(C)cc1S(=O)(=O)N1CCCCC1
  A = -2 | B = 8 | C = -13 | D = -3 | E = 6 | F = 2 | G = 3 | H = -9 | I = 22

> S=C1Nc2cc(Cl)ccc2Sc2ccccc21
  A = -1 | B = -7 | C = 13 | D = 6 | E = -19 | F = 0 | G = -8 | H = -8 | I = 15
